# Screens (PubChem)
# HT1080NT lethal – qHTS for induction of synthetic lethality in tumor cells producing 2HG: qHTS for the HT-1080-NT fibrosarcoma cell line; hit rate 1.6% among 360,000; HT-1080-NT fibrosarcoma viability, CellTiter-Glo ATP luminescence, 48 h; Potency, µM (highest dose often 46.1 µM), inactives show at the top dose activity, negative = less viability, hits mostly cytotoxic;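 note: NT is the 2HG producing partner of a matched IDH1 knockdown line; potency is the fitted concentration of half-maximal effect; 0% = DMSO-treated cells and -100% = media-only wells without cells; nearly all actives have a fitted effect of over 55% in size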
#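 Read-out is CellTiter-Glo luminescence after 10 minutes at room temperature, following 48 hours' compound treatment of HT-1080-NT cells (750 cells/well, RPMI, 5% FBS, 37 degrees C).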
# IL1B secr inh – qHTS for Inhibitors of Inflammasome Signaling: IL-1-beta AlphaLISA Primary Screen; THP-1 LPS/ATP IL-1B secretion, AlphaLISA, 16 h; stronger effect = lower value; activity change, % at 57.5 µM; hit rate 4.7% among 360,000; AID 743279, 2014; in the data active = activity change below about -50%; inconclusive = mostly about -30% to -49%; note: % is set by controls: 0 for no effect and ±100 for the full control effect
#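 THP-1 cells pretreated 1 hr with compounds (up to 57.5 uM final), then stimulated with LPS (250 ng/mL final) plus ATP (1.25 mM final); secreted IL-1B measured by AlphaLISA after 16 hr, decreased signal indicating inhibition.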
# HT1080 IDH1KD tx – qHTS for induction of synthetic lethality in tumor cells producing 2HG: qHTS for the HT-1080-IDH1KD cell line; Potency, µM (series often up to 46.1 µM), inactives show at the highest dose activity, negative = toxicity, usual class: cytotoxic; hit rate 2% among 360,000; AID 686971, 2013; HT-1080 IDH1 knockdown viability, ATP luminescence, 48 h;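 note: potency is the fitted concentration of half-maximal effect; 0% = DMSO wells and -100% = cell-free medium wells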
#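 Using the IDH1-knockdown HT-1080 line run in the same batch and compound series as the NT line, viability after 48 h at 37 °C was determined by CellTiter-Glo luminescence and expressed as % activity.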
# HepG2 viability – qHTS for Inhibitors of TGF-b: Cytotox Counterscreen | HepG2 CAGA-GFP viability, ATP luminescence, 18 h | Potency, µM (highest dose often 46.1 µM), for inactives: at the highest dose activity change, negative = cytotoxicity, most hits filed as cytotoxic | hit rate 0.76% among 410,000 | AID 588856, 2011; note: potency is the fitted concentration of half-maximal effect; some results filed as inactive show a strong effect at the top dose
#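 HepG2 CAGA-GFP cells (1000/well, DMEM with 1% FBS) received compound, then TGF-beta at 500 pg/mL final, and were incubated 18 hours at 37 degrees C. Viability was read by CellTiter-Glo luminescence. Media-only wells were set as complete cell-killing and DMSO as no toxicity.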
# KB-3-1 cytotox – qHTS assay for MDR1-selective chemotherapeutics: Primary screen using the parental adenocarcinoma cell KB-3-1. KB-3-1 viability, CellTiter-Glo ATP luminescence, 72 h. Potency, µM (highest dose often 46.1 µM), without a hit: at the highest dose activity change, negative = cytotoxic, most hits filed as cytotoxic. hit rate 1.4% among 400,000; note: potency is the fitted concentration of half-maximal effect; % is set by controls: 0 for no effect and ±100 for the full control effect; nearly all actives have a fitted effect of over 60% in size
#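 Parental KB-3-1 viability, qHTS format: 72 h compound exposure, 37 °C; CellTiter-Glo; media-only wells and DMSO plates as controls; concentration-effect fits on corrected data.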
# ATXN2 expr inh – Primary qHTS for Inhibitors of ATXN expression; HEK-293 ATXN2-luciferase reporter, luminescence, 24 h; hit rate 0.72% among 360,000; Potency, µM (titrated, usually from 57 µM), without a hit: top-dose activity change, negative = inhibition, most hits filed as inhibitors; AID 1745845, 2022; note: potency is the fitted concentration of half-maximal effect; % is set by controls: 0 for no effect and ±100 for the full control effect; nearly all actives have a fitted effect of over 55% in size
#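 qHTS (up to 57 uM final) was run with 24 h compound exposure of reporter cells at 37 °C. Each well was multiplexed: SteadyGlo luminescence measured ATXN2-luciferase expression after a fluorogenic Gly-Phe-AFC viability readout (25 uM final).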
# SW480 rereplic – A quantitative high throughput screen for small molecules that induce DNA re-replication in SW480 colon adenocarcinoma cells; Potency, µM (series often up to 46.1 µM), for inactives: at the top dose re-replication activation, usual class: activators; hit rate 1.8% among 340,000; SW480 DNA re-replication, Hoechst DNA content imaging, 48 h; AID 624297, 2012; note: potency is the fitted concentration of half-maximal effect; % of control where 0% means no effect; nearly all actives have a fitted effect of over 55% in size
#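 Quantitative HTS format with DMSO vehicle controls; 48 hr drug incubation at 37 C, then 40 min Hoechst staining and scanning imager measurement at 405 nm excitation.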
# MCF10A rereplic – A quantitative high throughput screen for small molecules that induce DNA re-replication in MCF 10a normal breast cells | Potency, µM (highest dose often 46.1 µM), for inactives: at the top dose activity, positive = re-replication, most hits filed as activators | hit rate 2.9% among 350,000 | MCF 10A DNA re-replication, Hoechst nuclear intensity, 48 h | AID 624296, 2012; note: potency is the fitted concentration of half-maximal effect; % of control where 0% means no effect; nearly all actives have a fitted effect of over 50% in size
# S2 tox – Viability Counterscreen for Primary qHTS for Inhibitors of ATXN expression | hit rate 0.49% among 400,000 | S2 cells (HEK-293 line with an ATXN2-luciferase reporter) viability, CellTiter-Fluor protease fluorescence, 24 h | Potency, µM (highest dose often 56.7 µM), most hits filed as cytotoxic; note: potency is the fitted concentration of half-maximal effect; nearly all actives have a fitted effect of over 40% in size
# The depositor's hits bear a star; i = inactive; u = inconclusive; x = no result given; [ ] = remark or other dose. Unless noted, calls come from the whole dose curve; as a rule, active = well fitted curve in the direction sought with a large enough effect; inconclusive = small, poorly fitted or top-dose-only effect, or another doubt; inactive = no such curve, though single readings can be large; an effect the other way counts as inactive or inconclusive.
mol,MCF10A rereplic,HepG2 viability,HT1080NT lethal,ATXN2 expr inh,SW480 rereplic,IL1B secr inh,S2 tox,KB-3-1 cytotox,HT1080 IDH1KD tx
CC(C)Sc1nc2ccsc2c(=O)[nH]1,1%,-4%,0%,-3%,1%,26,i,-4%,23%
O=C(CSc1ccccc1)N/N=C/c1ccccc1O,10%,-10%,u,u,u,144,u,-12%,8.2µM*
Cn1nc(-c2ccc(Cl)cc2)cc1NC(=O)CC(C)(C)CC(=O)O,-2%,-35%,-3%,-9%,-34%,9,i,-2%,-1%
COc1ccc(C(=O)NC(Cc2c[nH]c3ccccc23)C(=O)O)cc1 (stereo unspecified),1%,2%,9%,x,u,9,i,0%,9%
CCN(C(=O)CSc1nc(-c2ccccc2)cn1N)c1c(N)n(Cc2ccccc2)c(=O)[nH]c1=O,-2%,-3%,2%,0%,1%,-1,i,0%,2%
CCOc1ccccc1Nc1ncnc2c1cnn2-c1ccc(C)cc1,x,-31%,x,9%,x,x,i,-8%,x
O=C(CN(C(=O)C1COc2ccccc2O1)c1ccccc1)NCC1CCCO1 (stereo unspecified),u,12%,0%,7%,-2%,27,i,-8%,u
COc1cc2cc(Oc3ccc4ccc(=O)oc4c3)c(=O)oc2cc1OC(C)=O,3%,0%,1%,10%,-4%,1,i,0%,5%
Cc1nc(Oc2ccc(F)cc2Cl)c2oc3ccccc3c2n1,x,-2%,x,-8%,x,x,i,8%,x
CCOC(=O)C1CCN(C(=O)c2ccc(N3CCOCC3)c([N+](=O)[O-])c2)CC1,1%,-20%,-10%,x,-12%,-6,i,5%,6%

# Next section, starting with the last 2 of the part before.
mol,MCF10A rereplic,HepG2 viability,HT1080NT lethal,ATXN2 expr inh,SW480 rereplic,IL1B secr inh,S2 tox,KB-3-1 cytotox,HT1080 IDH1KD tx
Cc1nc(Oc2ccc(F)cc2Cl)c2oc3ccccc3c2n1,x,-2%,x,-8%,x,x,i,8%,x
CCOC(=O)C1CCN(C(=O)c2ccc(N3CCOCC3)c([N+](=O)[O-])c2)CC1,1%,-20%,-10%,x,-12%,-6,i,5%,6%
CN(Cc1ccc(Cl)cc1Cl)C(=O)CNC(=O)c1ccco1,-4%,1%,26%,0%,-22%,-11,i,27%,8%
CCC1Oc2ccc(C)cc2N(CC(=O)NCc2ccccc2OC)C1=O (stereo unspecified),u,-11%,-1%,-14%,2%,0,i,-8%,3%
c1ccc(Nc2nc3ccccc3n3nnnc23)cc1,1%,-10%,-12%,49%[activator],0%,58,i,24%,-7%
CCCN(CCC)C(=S)Nc1cc(C(=O)OC)ccc1C(=O)OC,u,1%,-1%,2%,6%,29,i,8%,-6%
Cn1c(Sc2nc3ccccc3n2C)nc2ccccc21,4%,-22%,-19%,46%[activator],-5%,-13,i,u,-24%
O=C(N/N=C/c1ccncc1)c1ccc2c(c1)OCO2,-50%[inhibitor],-1%,-1%,6%,26%,-3,i,-1%,-6%
COc1ccccc1-c1c(C)nn2c(N3CCN(c4ccccc4OC)CC3)cc(C)nc12,-5%,5%,0%,1%,-7%,-1,i,-15%,14%
CC(=O)Nc1ccc(NC(=O)Cn2c(-c3ccc(F)cc3)cnc2SCC(=O)Nc2c(C)cccc2C)cc1,-1%,-17%,-2%,-23%,-1%,-9,i,7%,5%
Cc1cc(=O)oc2c(O)c(O)ccc12,-52%[inhibitor],-22%,-17%,-17%,-8%,91,i,-27%,u
Cn1cc(/C=C/C(=O)N2CCCC(C(=O)c3ccc(C(F)(F)F)cc3)C2)cn1 (stereo unspecified),-3%,1%,3%,x,-2%,57,i,3%,5%
Cc1ccc(NC(=O)COC(=O)c2csc3c2CCC(C)C3)cc1S(=O)(=O)N1CCCCC1 (stereo unspecified),21%,-3%,-13%,-14%,5%,-10,i,4%,-13%
CC(=O)NC(c1ccccc1)c1nc(-c2cccc(C(F)(F)F)c2)cs1 (stereo unspecified),x,-1%,15%,13%,x,0,i,0%,8%
CCCCc1c(C)nc(Nc2ccc(OC)cc2)[nH]c1=O,-1%,-1%,20%,2%,u,2,i,-3%,2%
COc1ccc2c(c1)C1CC(C)(NC(=O)C1C(=O)c1ccccc1)O2 (stereo unspecified),1%,12%,-7%,13%,3%,-22,i,-1%,0%
Cc1onc(-c2c(F)cccc2Cl)c1C(=O)Nc1nccs1,-1%,-21%,-22%,1%,-8%,17,i,-6%,-1%
Cc1ccc(NC(=O)C2CCN(S(=O)(=O)c3ccc4c(c3)NC(=O)C(C)S4)CC2)c(Cl)c1 (stereo unspecified),-7%,-22%,-26%,x,u,u,i,u,u
CC1(C)Cc2cccc(Oc3ccc(S(=O)(=O)N4CCCCC4)cn3)c2O1,0%,2%,-15%,-15%,-4%,-9,i,2%,-22%
COC(=O)C1=C(C)N(C)C(=S)NC1c1cc(OC)ccc1OC (stereo unspecified),-4%,8%,-4%,14%,-1%,16,i,-11%,0%
CC(C)CN(C(=O)COC(=O)CCSc1ccc(F)cc1)c1c(N)n(Cc2ccccc2)c(=O)[nH]c1=O,-10%,13%,7%,16%,97%,24,i,-1%,2%
CC1=NN(C(N)=S)C(=O)C1N=Nc1ccc(Cl)cc1 (stereo unspecified),9%,-25%,-6%,63%[activator],18µM*,5,i,u,-18%

# Gathered by group, the compounds so far with a halogen
mol,MCF10A rereplic,HepG2 viability,HT1080NT lethal,ATXN2 expr inh,SW480 rereplic,IL1B secr inh,S2 tox,KB-3-1 cytotox,HT1080 IDH1KD tx
Cn1nc(-c2ccc(Cl)cc2)cc1NC(=O)CC(C)(C)CC(=O)O,-2%,-35%,-3%,-9%,-34%,9,i,-2%,-1%
Cc1nc(Oc2ccc(F)cc2Cl)c2oc3ccccc3c2n1,x,-2%,x,-8%,x,x,i,8%,x
CN(Cc1ccc(Cl)cc1Cl)C(=O)CNC(=O)c1ccco1,-4%,1%,26%,0%,-22%,-11,i,27%,8%
CC(=O)Nc1ccc(NC(=O)Cn2c(-c3ccc(F)cc3)cnc2SCC(=O)Nc2c(C)cccc2C)cc1,-1%,-17%,-2%,-23%,-1%,-9,i,7%,5%
Cn1cc(/C=C/C(=O)N2CCCC(C(=O)c3ccc(C(F)(F)F)cc3)C2)cn1 (stereo unspecified),-3%,1%,3%,x,-2%,57,i,3%,5%
CC(=O)NC(c1ccccc1)c1nc(-c2cccc(C(F)(F)F)c2)cs1 (stereo unspecified),x,-1%,15%,13%,x,0,i,0%,8%
Cc1onc(-c2c(F)cccc2Cl)c1C(=O)Nc1nccs1,-1%,-21%,-22%,1%,-8%,17,i,-6%,-1%
Cc1ccc(NC(=O)C2CCN(S(=O)(=O)c3ccc4c(c3)NC(=O)C(C)S4)CC2)c(Cl)c1 (stereo unspecified),-7%,-22%,-26%,x,u,u,i,u,u
CC(C)CN(C(=O)COC(=O)CCSc1ccc(F)cc1)c1c(N)n(Cc2ccccc2)c(=O)[nH]c1=O,-10%,13%,7%,16%,97%,24,i,-1%,2%
CC1=NN(C(N)=S)C(=O)C1N=Nc1ccc(Cl)cc1 (stereo unspecified),9%,-25%,-6%,63%[activator],18µM*,5,i,u,-18%

# (more compounds)
mol,MCF10A rereplic,HepG2 viability,HT1080NT lethal,ATXN2 expr inh,SW480 rereplic,IL1B secr inh,S2 tox,KB-3-1 cytotox,HT1080 IDH1KD tx
Cn1c(N/N=C/c2c[nH]c3ccccc23)nc2ccccc21,u,-102%,u,10%,u,-98*,u,u,u
CCOc1ccc(OC(=O)c2cccc(S(=O)(=O)N3CCN(C)CC3)c2)cc1,17%,-5%,0%,-8%,1%,-10,i,6%,5%
O=C(CN1CCCCC1)N/N=C/c1ccc(Cl)cc1Cl,-4%,-30%,3%,-12%,-9%,0,i,5%,-12%
O=C(NCc1ccc2c(c1)OCO2)c1cc(=O)[nH]c2ccccc12,9%,-7%,-5%,x,-4%,16,i,5%,3%
CCc1ccc(NC(=O)CCC(=O)N2CCSc3ccccc32)cc1,1%,-5%,6%,-4%,-1%,14,i,-2%,3%
COc1ccc(C(=O)/C(C#N)=N/Nc2ccccc2[N+](=O)[O-])cc1,1.8µM*,-18%,2.6µM*,-9%,5.8µM*,-22,u,u,2.3µM*
COc1ccc(-n2nc3c(c2NC(=O)COc2cccc(OC)c2)CS(=O)(=O)C3)cc1,-2%,1%,0%,1%,-1%,1,i,16%,10%
Cc1cccc(-c2noc(C3CCCCC3)n2)c1,-181%[0.0737 µM],16%,0%,41%[activator],3%,-9,i,5%,25%
CC1CCCN(CCCNC(=O)c2cc3c(s2)-c2ccccc2OC3)C1 (stereo unspecified),u,-58%,21µM*,-22%,u,-77*,u,u,u
Cc1csc2nc(CNC(=O)C3CCCCC3)cn12,-2%,-2%,9%,39%,-2%,3,i,7%,2%
COc1ccc(C)cc1NC(=O)CCN1CCN(c2ccccc2)CC1,6%,-6%,11%,-6%,-5%,12,i,13%,2%
